Integrin act MD: activates integrin-mediated alleviation for muscular dystrophy; Potency, µM (doses to about 38.3 µM), for the others: top-dose activation, actives largely listed as activators; alpha7betagal myoblasts, beta-gal FDG fluorescence, 48 h; hit rate 0.064% among 350,000;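 note: potency is the fitted concentration of half-maximal effect; 100% = response of the positive control SU9516; nearly all actives have a fitted effect of over 60% in size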
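Alpha7betagal+/- myoblasts (passage 13) were plated 16-24 hr, then exposed to compounds (1:260 dilution of DMSO stock) for 48 hours at 37C. After MPER lysis, β-galactosidase reporter activity was read as FDG fluorescence (ex 480/em 540) after 30 minutes.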
S-ASM inh: inhibitors of human secretory acid sphingomyelinase | P17405 | hit rate 0.006% among 340,000 | placental ASM, HMU-PC fluorogenic substrate, 60 min | Potency, µM (doses to about 57.5 µM), inactives show at the top dose activity change, negative = inhibition, usual class: inhibitors; note: potency is the fitted concentration of half-maximal effect
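HMU-PC0 cleavage (9 uM final) by human placental ASM, 60 min at 37 °C following 10 min compound exposure at RT; stopped at pH 10, fluorescence Ex 386/Em 447 nm.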
A-T KAP1 phos: potential ataxia-telangiectasia treatment; […] A-T fibroblasts, KAP-1 phosphorylation AlphaLISA; neocarzinostatin DNA damage 30 min before lysis; AID 485349; hit rate 0.19% among 320,000; Potency, µM (highest dose often 57.5 µM), inactives show at the highest dose activation, usual class: activators; note: potency is the fitted concentration of half-maximal effect; % of control where 0% means no effect; nearly all actives have a fitted effect of over 45% in size
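ATM-like activity read as KAP-1 phosphorylation via AlphaLISA donor/acceptor antibody pairs after lysis and 6 hr at 25C. Cells were ATM-null patient fibroblasts ([…], hTERT), dosed 60 min, then exposed to the DSB inducer NCS for 30 min.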
MBNL1 CUG block: blocks human MBNL1 binding to CUG repeat RNA; Q9NR56; TR-FRET MBNL1-His/biotin-(CUG)12 binding, 665/545 ratio; Potency, µM (highest dose often 57.5 µM), for inactives: at the top dose activity change, negative = inhibition, most hits filed as inhibitors; hit rate 0.036% among 280,000; active = well fitted inhibition curve with a large enough effect in the signal ratio, with a control signal flat, not every such curve was filed as active; inconclusive = small, poorly fitted or top-dose-only effect, or effect the other way, or a change in a side signal; inactive = no such curve, though single readings can be large or run the other way; the % refers to the signal ratio; note: potency is the fitted concentration of half-maximal effect; % is set by controls: 0 for no effect and ±100 for the full control effect
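His-tagged MBNL1 binding to biotinylated (CUG)12 RNA was measured by TR-FRET using terbium anti-His antibody (0.055 ng/ul final) and streptavidin-XL665 (5 nM final). Compounds were titrated 92 nM to 58 uM; 60 min at room temperature.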
hERG WT inh: inhibitors of human wildtype KCNH2 potassium channel. U2OS, BacMam KCNH2, thallium flux FluxOr; active compounds read low. hit rate 0.37% among 340,000. activity change, % at 1.84 µM. AID 720551. Q12809;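 active = maximum activity change below -70%; inconclusive = maximum activity change between -70% and -50%; inactive = maximum activity change above -50%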; note: % is set by controls: 0 for no effect and ±100 for the full control effect
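U2OS cells transduced with wild-type KCNH2 virus are loaded with FluxOr dye for 45 min, and thallium flux is measured in kinetic reads before and after stimulation buffer. Rate constants are normalized to DMSO controls.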
CXXC DNA block: inhibitors of human MLL CXXC domain-DNA interaction; Q03164; Potency, µM (titrated, usually from 115 µM), inactives show at the highest dose activity change, negative = inhibition, usual class: inhibitors; MLL-CXXC / FITC-HOXA9 DNA fluorescence polarization; hit rate 0.037% among 290,000; active = well fitted inhibition curve with a large enough effect in the polarisation, with a control signal flat, not every such curve was filed as active; inconclusive = small, poorly fitted or top-dose-only effect, or effect the other way, or a change in a side signal; inactive = no such curve, though single readings can be large or run the other way; the % refers to the polarisation; note: potency is the fitted concentration of half-maximal effect
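Purified MLL-CXXC (added from a 7 uM solution) was preincubated 5 min at ambient with pinned compounds in 50 mM Tris-HCl pH 7.5, 50 mM NaCl, 1 mM DTT, 0.05% BSA. Fluorescein-labeled HOX-A9 DNA (50 nM solution) followed, 30 min, then polarization read.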
GALK inh: inhibitors of human galactokinase. hit rate 0.007% among 270,000. P51570. Purified GALK, Kinase-Glo residual ATP luminescence. AID 1868. Potency, µM (series often up to 57.5 µM), inactives show at the highest dose activity change, negative = inhibition, actives largely listed as inhibitors; note: potency is the fitted concentration of half-maximal effect; % is set by controls: 0 for no effect and ±100 for the full control effect
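Luminescence from leftover ATP (Ultra-Glo luciferase/luciferin) served as read-out after a 1 h room-temperature reaction of 5 nM GALK with 35 uM ATP and 100 uM galactose.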
KCNH2 3.1 block: KCNH2 3.1 (human) potassium channel inhibition; U2OS KCNH2 3.1, thallium flux FluxOr; active compounds read low; activity change, % (tested at about 1.8 µM); hit rate 0.95% among 340,000; AID 720553;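 active = maximum activity change below -70%; inconclusive = maximum activity change from -70% to -50%; inactive = maximum activity change above -50%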;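 note: thallium influx rate constant from kinetic fluorescence after stimulation buffer; % is set by controls: 0 for no effect and ±100 for the full control effect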
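Thallium flux via FluxOr fluorescence (Red40 quencher, 45 min loading) in U2OS cells virally expressing the KCNH2 3.1 isoform (1.77 x 10^8 /mL virus, overnight at 37 C). Rate constants from 2-min kinetic reads post-stimulation, normalised to positive and negative controls.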
FBPA coupling cs: inhibits coupling enzyme system, counter-screen for aldolase hits; hit rate 0.67% among 290,000; activity change, negative = inhibition, % at 58.2 µM, hits read low; coupling enzyme system counterscreen, AmpLite Red fluorescence; in the data active = activity change below about -30%; note: % is set by controls: 0 for no effect and ±100 for the full control effect
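Final compound at 57.5 uM, incubated 10 min at RT with coupling enzyme reagent (glyceraldehyde-3-phosphate), then 20 min with substrate and AmpLite Red detection. Fluorescence read at 525/598 nm; tests interference with the coupling assay, not aldolase inhibition.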
TRPV1 ag: activates the human vanilloid receptor TRPV1. Q8NER1. TRPV1-expressing cells, Fluo-8 calcium influx, agonist mode. activation, % at 8.33 µM. hit rate 0.19% among 320,000; in the data active = activation above about 80%; inconclusive = between about 30% and that limit; note: 0% is about no effect
Target sequence (Q8NER1 whole entry, looked up): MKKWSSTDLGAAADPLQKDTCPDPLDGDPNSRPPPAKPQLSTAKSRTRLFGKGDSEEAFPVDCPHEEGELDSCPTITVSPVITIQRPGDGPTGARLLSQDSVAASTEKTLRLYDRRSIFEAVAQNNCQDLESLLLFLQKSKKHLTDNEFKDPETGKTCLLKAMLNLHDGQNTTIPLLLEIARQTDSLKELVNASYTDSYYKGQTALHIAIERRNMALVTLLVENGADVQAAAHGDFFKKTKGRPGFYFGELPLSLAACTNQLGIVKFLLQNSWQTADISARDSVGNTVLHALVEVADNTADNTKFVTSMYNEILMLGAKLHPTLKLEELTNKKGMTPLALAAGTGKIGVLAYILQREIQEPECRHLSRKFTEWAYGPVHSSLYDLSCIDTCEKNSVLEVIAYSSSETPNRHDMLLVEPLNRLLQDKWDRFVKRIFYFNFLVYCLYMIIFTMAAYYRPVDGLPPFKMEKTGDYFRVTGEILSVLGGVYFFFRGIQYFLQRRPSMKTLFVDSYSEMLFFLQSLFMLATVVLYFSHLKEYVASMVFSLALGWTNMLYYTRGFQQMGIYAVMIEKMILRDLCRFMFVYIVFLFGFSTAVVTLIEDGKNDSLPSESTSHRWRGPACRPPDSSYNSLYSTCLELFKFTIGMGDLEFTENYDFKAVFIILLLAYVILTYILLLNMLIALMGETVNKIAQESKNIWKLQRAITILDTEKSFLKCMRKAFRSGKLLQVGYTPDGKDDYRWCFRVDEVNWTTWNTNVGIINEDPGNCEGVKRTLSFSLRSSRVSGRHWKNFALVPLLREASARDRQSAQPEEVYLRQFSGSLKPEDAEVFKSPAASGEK
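TRPV1-expressing cells were cultured overnight at 35.5C and loaded with Fluo-8 calcium dye for 40 to 90 min at room temperature. After a 10 s baseline, compound was added and calcium influx was read kinetically for 3 min (ex 480/em 520 nm).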
Numbers without * were called inactive; i = inactive; ? = inconclusive; · = no result given; [ ] = remark or other dose. Unless noted, calls come from the whole dose curve; as a rule, active = well fitted curve in the direction sought with a large enough effect; inconclusive = small, poorly fitted or top-dose-only effect, or another doubt; inactive = no such curve, though single readings can be large; an effect the other way counts as inactive or inconclusive.

nr | SMILES | Integrin act MD | S-ASM inh | A-T KAP1 phos | MBNL1 CUG block | hERG WT inh
1 | COC(=O)CCC(=O)c1ccn(S(=O)(=O)c2ccccc2)c1 | 2% | -1% | -2% | -3% | -12
2 | CCNC(=S)NNC(=O)C(c1ccccc1)c1ccccc1 | 9% | 5% | 16% | 11% | -12
3 | CCOC(CNCc1cc(C)c2[nH]c3ccccc3c2c1C)OCC | -49%[inhibitor] | -4% | · | · | 6
4 | CCCCN(CC)C(=O)c1ccccc1Oc1ccccc1 | -2% | 7% | 1% | -10% | -6
5 | NCc1nc(-c2ccc(Cl)cc2)no1 | 6% | -2% | 5% | -2% | ·
6 | CN(C)C(=O)C1Cc2ccccc2CN1S(=O)(=O)c1cccs1 (stereo not given) | 1% | 1% | 2% | 3% | 3
7 | COC(=O)CNC(c1ccccc1)c1cc(Br)ccc1NC(=O)CCN1CCOCC1 (stereo not given) | -64%[inhibitor] | 0% | 14% | -9% | -9
8 | CC(C)(C)c1cc(C(=S)N2CCN(CCO)CC2)cc(C(C)(C)C)c1O | 3% | -1% | -13% | 1% | -11
9 | COC(=O)Cn1c(CCS(=O)(=O)c2ccc(C)c(C)c2)nc2ccccc21 | -14% | 0% | 1% | -5% | 6
10 | CC(=O)Oc1ccc(/C=C(\NC(=O)c2cccc(Br)c2)C(=O)Nc2ccc(C(=O)O)cc2)cc1 | 39% | -3% | · | · | 0
11 | C=CCNC(=S)NNC(=O)COc1cccc(Cl)c1 | 3% | -1% | -4% | -2% | 0
12 | Cc1csc2c(N3CCN(C(=O)NC(C)(C)C)CC3)ncnc12 | -30% | 3% | 0% | -5% | -12
13 | COc1ccc2cc(C#N)c(SCC(=O)Nc3nonc3C)nc2c1 | -9% | 1%[11.5 µM] | 10% | ? | -3
14 | CC(C)OCCCNC(=O)COc1ccc2oc3c(c2c1)CCCC3 | -15% | -1% | 3% | -13% | -2
15 | N#Cc1ccccc1OCC(=O)NCc1ccccc1CN1CCCC1 | 2% | -3% | 5% | · | 1

nr | CXXC DNA block | GALK inh | KCNH2 3.1 block | FBPA coupling cs | TRPV1 ag
1 | -18% | -4% | -2 | 1 | 24
2 | -4% | 3% | 20 | 1 | -1
3 | · | · | 1 | · | ·
4 | 8% | 1% | 0 | 1 | ?
5 | -2% | -3% | 4 | 1 | -7
6 | 26% | -3% | 1 | -3 | -1
7 | 4% | -1% | -15 | -1 | ?
8 | 0% | 0% | 1 | -20 | 12
9 | 1% | 1% | 16 | 0 | 22
10 | · | · | 10 | · | ·
11 | 14% | -2% | 8 | 1 | 1
12 | 0% | · | -5 | 0 | 5
13 | -7% | 0% | -1 | 0 | 0
14 | 19% | -10% | -11 | · | -1
15 | · | · | -12 | · | 2

(further entries)
nr | SMILES | Integrin act MD | S-ASM inh | A-T KAP1 phos | MBNL1 CUG block | hERG WT inh
16 | CCC(C)Oc1ccc(C(=O)Nc2ccc(CN3CCOCC3)cc2)cc1 (stereo not given) | 17% | -2% | -9% | -4% | 15
17 | COc1cc(C(=O)Nc2cccc(C(C)=O)c2)cc(OC)c1OC | -10% | 4% | 0% | -9% | 0
18 | O=C(NCc1ccccc1)C1CCC1 | 0% | 2% | 0% | · | -1
19 | Cc1cc(C)cc(NC(=S)Nc2ccc(Cl)c(Cl)c2)c1 | 11% | -3% | 1% | -3% | 4
20 | COC(=O)/N=C(/Cc1ccc(OC)cc1)c1ccc(OC)cc1 | -2% | 0%[11.5 µM] | -1% | -1% | -16
21 | COc1ccccc1NC(=O)C1=C(C)NC(=O)NC1c1ccc(C)s1 (stereo not given) | 10% | 0% | 1% | 5% | 1
22 | O=C(NC(=S)Nc1ccccc1C(=O)O)c1ccc2ccccc2c1 | 3% | 12% | -1% | · | 8
23 | O=C(NC(=S)Nc1ccc(S(=O)(=O)N2CCCCCC2)cc1)c1cccs1 | -18% | -5% | -3% | 8% | -3
24 | Cc1ccc(N=C2NC(=O)/C(=C/c3cccn3C)S2)c(C)c1 | 14% | -12% | 1% | · | -2
25 | Cc1cc(N/N=C/c2ccc(Cl)cc2)nc(NCc2ccccc2)n1 | -2% | ? | 6% | -8% | i
26 | COC(=O)CCCC(=O)N(C)CC1CCCN(CCc2ccccc2C)C1 (stereo not given) | -54%[inhibitor] | 4% | · | · | 1
27 | CNC(=O)/C(C#N)=C/c1c(N2CCCCCC2)nc2ccccn2c1=O | -2% | · | -7% | ? | 9
28 | CCOC(=O)c1cc(-c2ccccc2)sc1NC(=O)c1ccc(OC)cc1 | -11% | 10% | -3% | -8% | 2
29 | CN(/C(=N/S(=O)(=O)c1cccs1)c1ccccc1)c1ccc(O)cc1 | 5% | 6% | 4% | 1% | -9
30 | CCc1nc2ccc(C(=O)N3CCN(c4cccc(C(F)(F)F)c4)CC3)cc2nc1CC | 12% | -19% | 1% | 0% | 0

nr | CXXC DNA block | GALK inh | KCNH2 3.1 block | FBPA coupling cs | TRPV1 ag
16 | -5% | 0% | -5 | 0 | 4
17 | 2% | 2% | -3 | 0 | -1
18 | 2% | 0% | -6 | 0 | -4
19 | -4% | -5% | -7 | -2 | 2
20 | 10% | 17% | -10 | -5 | 3
21 | 6% | -1% | 3 | 0 | 17
22 | 2% | -5% | 11 | -4 | 2
23 | -7% | -3% | 12 | -5 | -3
24 | -6% | -7% | -11 | -2 | ·
25 | 19% | 1% | -49 | 3 | -7
26 | · | · | -17 | · | ·
27 | -13% | -2% | -2 | -1 | 10
28 | 0% | -1% | -3 | 7 | 4
29 | 10% | -1% | 2 | 4 | 0
30 | 32%[activator] | -1% | -17 | · | 16

Carrying on:
nr | SMILES | Integrin act MD | S-ASM inh | A-T KAP1 phos | MBNL1 CUG block | hERG WT inh
31 | Cn1c(NCC(O)c2ccccc2)nc2c1c(=O)n(Cc1ccc(Cl)c(Cl)c1)c(=O)n2C (stereo not given) | -11% | ? | · | · | -1
32 | COc1ccc(NC(=O)C(c2cc3c(cc2[N+](=O)[O-])OCO3)N(C)C)cc1 (stereo not given) | -3% | 2% | -4% | ? | 0
33 | CCC1CN(C(=O)N2CCC(C(=O)NCc3ccccc3C)CC2)c2ccccc2O1 (stereo not given) | 15% | 4% | 8% | -3% | -4
34 | CC(=O)Nc1ccc(CNC(=O)C[N+]2(C)CCOCC2)cc1 | 14% | 1% | 3%[11.5 µM] | 1% | -2
35 | CC(C)(C)C1c2[nH]c3ccccc3c2CCN1CCCn1cccn1 (stereo not given) | -2% | 28% | 12% | -10% | 39
36 | CC1(C)CC(=O)C=C(c2ccc(Oc3ccccc3)cc2)C1 | -4% | -9% | 19% | · | 6
37 | Nc1cc(=O)[nH]c(SCC(=O)Nc2ccc(Oc3ccccc3)cc2)n1 | -28% | -3% | 7% | -1% | 11
38 | Cc1cccc(NC(=S)N2CCN(C(=O)c3ccco3)CC2)c1 | -6% | -1% | 27% | -5% | 3
39 | COc1cc(NC(=O)COc2ccccc2Cl)ccc1NC(=O)c1cccs1 | 1% | 17% | -3% | 0% | 3
40 | Cc1ccc(SCc2cn3cccnc3n2)cc1 | -7% | 5% | 3% | -9% | 22
41 | O=C(NC1CCSc2ccccc21)c1cc([N+](=O)[O-])ccc1N1CCOCC1 (stereo not given) | -17% | -4% | -9% | · | 8
42 | O=C(CN1c2ccccc2Sc2ccccc21)N/N=C/c1ccc(Cl)cc1Cl | 18% | -10% | -7% | 3% | -8

nr | CXXC DNA block | GALK inh | KCNH2 3.1 block | FBPA coupling cs | TRPV1 ag
31 | · | · | -28 | · | ·
32 | 0% | 1% | 8 | -13 | 0
33 | 5% | -4% | 1 | · | 4
34 | -16% | 3% | -7 | 1 | 2
35 | -18% | 0% | · | -5 | 6
36 | · | · | -20 | · | 22
37 | -9% | 0% | 15 | 4 | 3
38 | 8% | 4% | 12 | · | 6
39 | -3% | -1% | 5 | 0 | 6
40 | -3% | 3% | 11 | 1 | 8
41 | · | · | 4 | · | 5
42 | -7% | 2% | -2 | -2 | 1

Complete entries as entered above. Values in the order: Integrin act MD, S-ASM inh, A-T KAP1 phos, MBNL1 CUG block, hERG WT inh, CXXC DNA block, GALK inh, KCNH2 3.1 block, FBPA coupling cs, TRPV1 ag
Cc1cccc(NC(=S)N2CCN(C(=O)c3ccco3)CC2)c1 in the list: -6%, -1%, 27%, -5%, 3, 8%, 4%, 12, ·, 6
CC1(C)CC(=O)C=C(c2ccc(Oc3ccccc3)cc2)C1 in the list: -4%, -9%, 19%, ·, 6, ·, ·, -20, ·, 22
CC(C)(C)C1c2[nH]c3ccccc3c2CCN1CCCn1cccn1 (stereo not given) in the list: -2%, 28%, 12%, -10%, 39, -18%, 0%, ·, -5, 6
COc1ccc(NC(=O)C(c2cc3c(cc2[N+](=O)[O-])OCO3)N(C)C)cc1 (stereo not given) in the list: -3%, 2%, -4%, ?, 0, 0%, 1%, 8, -13, 0
